From PubChem
SRC2 TRFRET art – TR-FRET signal artefacts, primary screen, artefact control for PPARgamma SRC-2 agonist project, biochemical; TR-FRET artefact counter-screen; active compounds read high; TR-FRET ratio at 8 µM; hit rate 0.4% among 200,000; AID 1049, 2008; in the data active means TR-FRET ratio above about 2000; further: inactives centre near 1500
TLR4 MyD88 comp – inhibitors of TLR4-MyD88 association in cells, primary screen, cell-based, HeLa CL3-4, BLA complementation, FRET ratio; HeLa CL3-4 TLR4/MyD88 BLA complementation; Toll-like receptor 4 (Homo sapiens) + Myeloid differentiation primary response protein …; inhibition, % at 8.4 µM; hit rate 0.18% among 200,000; in the data active means inhibition above about 25%;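 further: 0% = vehicle and 100% = reference inhibitor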
S1P3 antag – S1P3 receptor antagonists, primary screen, cell-based; Sphingosine 1-phosphate receptor 3 (Homo sapiens), Q99500; CHO S1P3 NFAT-BLA reporter, FRET fluorescence, antagonist mode; inhibition, % at 4.98 µM; hit rate 0.27% among 170,000;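 active means inhibition above the plate cutoff, the mean inhibition of test wells on that plate plus 3 SD, cut at about 28% in these data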;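 further: cells challenged with S1P at its EC80 of 0.8 µM; blue over green emission ratio from cleaved BLA substrate after 4 h stimulation; 0% = S1P-stimulated wells and 100% = unstimulated DMSO-only wells; some compounds past the cut are filed as inactive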
STAT3 inh – IL-6 driven STAT3 reporter inhibitors, primary screen, U3A cells, luciferase, luminescence, MLSCN library | IL-6 STAT3-luciferase reporter; host cell line lacks STAT1 | inhibition, % at 5.5 µM | hit rate 0.89% among 190,000 | AID 862, 2007;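 active means inhibition above the mean inhibition across all screened compounds plus 3 SD, cut at about 44% in these data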;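 further: 0% = DMSO only wells and 100% = 100 µM nifuroxazide control wells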
PPARg SRC-3 ag – PPARgamma agonists recruiting SRC-3 coactivator, primary screen, biochemical; Peroxisome proliferator-activated receptor gamma (Homo sapiens), P37231; biochemical PPARgamma/SRC-3 coactivator recruitment assay; activation, % at 8 µM; hit rate 0.26% among 200,000; AID 731, 2007; in the data active means activation above about 23%;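 further: 0% = DMSO and 100% = reference agonist; some compounds past the cut are filed as inactive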
Target sequence (P37231 whole entry, looked up): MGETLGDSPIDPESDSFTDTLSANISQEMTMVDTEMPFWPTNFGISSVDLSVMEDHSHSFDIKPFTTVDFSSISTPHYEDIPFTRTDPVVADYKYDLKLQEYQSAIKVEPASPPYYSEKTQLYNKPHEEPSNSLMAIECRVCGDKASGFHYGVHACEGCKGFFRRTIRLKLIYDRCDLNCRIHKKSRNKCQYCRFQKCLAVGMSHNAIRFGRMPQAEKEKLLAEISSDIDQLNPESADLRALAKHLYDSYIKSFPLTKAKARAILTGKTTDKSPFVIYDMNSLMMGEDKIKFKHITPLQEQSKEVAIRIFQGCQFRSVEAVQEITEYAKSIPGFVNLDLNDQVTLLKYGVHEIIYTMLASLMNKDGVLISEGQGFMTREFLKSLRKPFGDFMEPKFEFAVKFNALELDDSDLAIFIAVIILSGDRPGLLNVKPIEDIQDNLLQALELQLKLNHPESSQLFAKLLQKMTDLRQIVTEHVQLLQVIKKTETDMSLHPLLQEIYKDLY
ROMK primary – ROMK potassium channel modulators, primary screen, cell-based, thallium flux, MLSMR library; B-score at 10 µM; Tet-inducible ROMK, thallium flux fluorescence; actives lie on both sides; ATP-sensitive inward rectifier potassium channel 1 (Homo sapiens), P48048; hit rate 2% among 130,000; AID 1918, 2009;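 active means signal ratio slope over the read window, or its plate-corrected B-score, at least 3 SD from the plate mean, either direction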;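 further: B-score of the F/F0 ratio slope over 7 to 12 s after thallium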
Target sequence (P48048 whole entry, looked up): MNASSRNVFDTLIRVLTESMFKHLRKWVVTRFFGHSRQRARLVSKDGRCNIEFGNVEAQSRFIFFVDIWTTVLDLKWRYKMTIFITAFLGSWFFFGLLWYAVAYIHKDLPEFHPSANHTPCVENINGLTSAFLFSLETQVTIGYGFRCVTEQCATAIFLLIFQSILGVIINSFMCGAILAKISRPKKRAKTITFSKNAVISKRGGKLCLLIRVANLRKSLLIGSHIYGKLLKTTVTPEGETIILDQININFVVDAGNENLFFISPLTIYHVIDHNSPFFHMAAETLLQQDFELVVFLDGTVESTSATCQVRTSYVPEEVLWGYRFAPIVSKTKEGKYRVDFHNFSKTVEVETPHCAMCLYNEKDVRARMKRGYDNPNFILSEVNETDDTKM
RAM network inh – inhibitors of the yeast RAM network, primary screen, dse1pr::URA3 reporter, 5-FOA selection. S. cerevisiae dse1pr::URA3 reporter, 5-FOA growth OD615, 2 d; analog-sensitive cbk1-as2 kinase mutant strain. inhibition, % at 50 µM. hit rate 1.8% among 190,000. AID 868, 2007;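 active means inhibition above a set limit, 3 SD over mean compound inhibition, cut at about 8.4% in these data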;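 further: 0% = DMSO-only wells with no growth and 100% = 10 µM 1-NA-PP1 full growth; inhibition rescues growth on 5-FOA so higher OD means more RAM inhibition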
PPARg SRC2 recr – agonists of PPARg-SRC-2 recruitment, primary screen, biochemical, HTS | Peroxisome proliferator-activated receptor gamma (Homo sapiens), P37231 | PPARgamma LBD-SRC-2 recruitment | activation, % at 8 µM | hit rate 0.34% among 200,000; in the data active means activation above about 22%;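 further: 0% = vehicle and 100% = reference agonist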
STAT3 act – IL-6 driven STAT3 reporter potentiators, primary screen, U3A cells, luciferase, luminescence, MLSCN library; IL-6 STAT3-luciferase reporter; 100% = signal with IL-6 EC80 alone; activation (% of control), % at 5.6 µM; hit rate 0.91% among 190,000;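 active means activation above the screen-wide mean of compound activation plus 3 SD, cut at about 130% in these data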;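 further: 0% = background luminescence of wells with medium and substrate only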
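Material: human U3A cells carrying STAT3-luciferase construct. Measured by: reporter luminescence signal. Timing: compound 1 h, then IL-6 6 h at 37 °C.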
PPARg SRC-1 ag – PPARgamma agonists recruiting SRC-1 coactivator, primary screen, biochemical; PPARgamma-SRC-1 coactivator recruitment biochemical assay; Peroxisome proliferator-activated receptor gamma (Homo sapiens), P37231; activation, % at 8 µM; hit rate 0.41% among 200,000; AID 631, 2007; in the data active means activation above about 19%;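 further: 0% = DMSO and 100% = reference agonist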
STAT1 inh – STAT1 signaling inhibitors, primary screen, cell-based, HTS, luciferase reporter; NIH 3T3 STAT1-luciferase reporter, IFN-gamma, luminescence; inhibition, % at 5.5 µM; hit rate 0.35% among 200,000;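 active means inhibition above a set limit, the mean inhibition across all tested compounds plus 3 SD, cut at about 34% in these data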;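 further: 0% = IFN-gamma with DMSO and 100% = IFN-gamma with 300 µM nifuroxazide; values of inactives mirror those of a sister screen read the other way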
The depositor's hits bear a star; . = not tested or not shown.

The first two records (preview)
[1] FC(F)(F)COc1nc(OCC(F)(F)F)nc(N2CCN(c3ccccc3)CC2)n1
[2] O=C1CCc2cc(S(=O)(=O)NCCC(=O)N3CCN(c4cccc(Cl)c4)CC3)ccc2N1

Compound,1,2
S1P3 antag,-16,9
STAT3 inh,37,13
SRC2 TRFRET art,1662,1785
ROMK primary,.,0.62
TLR4 MyD88 comp,4,15
STAT3 act,77,93
PPARg SRC-1 ag,-7,0
RAM network inh,7.9,0.3
STAT1 inh,-3,-6
PPARg SRC2 recr,-2,3
PPARg SRC-3 ag,-3,1

The list itself, previewed entries included:
[1] FC(F)(F)COc1nc(OCC(F)(F)F)nc(N2CCN(c3ccccc3)CC2)n1
[2] O=C1CCc2cc(S(=O)(=O)NCCC(=O)N3CCN(c4cccc(Cl)c4)CC3)ccc2N1
[3] C/C(=N\NC(=S)Nc1ccc(C(C)C)cc1)c1ccc2c(c1)OCO2
[4] On1c(-c2ccc(Cl)cc2)nc2ccccc21
[5] CCNS(=O)(=O)c1ccc(CCC(=O)NC2CCCC2)cc1
[6] Nc1ccc2c(c1)OCCOCCOCCOCCOCCO2
[7] CCOC(=O)Cn1ccc(-c2ccccc2)c(C#N)c1=O
[8] CCC(C)(C)NC(=O)C1CCN(c2nc(C)cc(C)n2)CC1

Compound,1,2,3,4,5,6,7,8
S1P3 antag,-16,9,-6,1,1,-10,-16,-29
STAT3 inh,37,13,11,10,4,5,3,2
SRC2 TRFRET art,1662,1785,1762,1510,1658,1885,1719,1795
ROMK primary,.,0.62,0.91,0.00032,1.4,0.16,-0.44,-0.048
TLR4 MyD88 comp,4,15,-2,-13,5,-12,-13,-7
STAT3 act,77,93,94,98,99,101,107,102
PPARg SRC-1 ag,-7,0,11,9,5,2,10,-2
RAM network inh,7.9,0.3,6.4,1.9,2.9,-0.1,0.6,0.9
STAT1 inh,-3,-6,-21,-15,5,-1,-7,4
PPARg SRC2 recr,-2,3,3,8,2,-3,-3,-1
PPARg SRC-3 ag,-3,1,4,8,4,-1,8,3

[9] CN(C(=O)c1ccc2c(c1)SC1=NS(=O)(=O)CCN12)C(c1ccccc1)c1ccccc1
[10] COC(=O)c1ccc(/C=C/C(=O)c2cccc(OC)c2)cc1
[11] Cc1nn(-c2nc(-c3ccco3)cc(C(F)(F)F)n2)c(C)c1Br
[12] O=C(NCCCN1CCOCC1)c1ccc(NC(=O)C2COc3ccccc3O2)cc1 (configuration not stated)
[13] CCOc1cc(S(=O)(=O)NC2CCCCC2)ccc1F
[14] CCn1c(SCC(=O)NC2CCS(=O)(=O)C2)nnc1-c1ccccc1 (configuration not stated)
[15] CSc1ncccc1C(=O)N1CCCC(C(=O)c2ccc3ccccc3c2)C1 (configuration not stated)
[16] O=C(C1CCCN(S(=O)(=O)c2ccccc2[N+](=O)[O-])C1)N1CCN(c2ccccc2)CC1 (configuration not stated)

Compound,9,10,11,12,13,14,15,16
S1P3 antag,-6,-10,.,7,.,-18,4,1
STAT3 inh,3,-19,3,-3,10,6,12,-3
SRC2 TRFRET art,1636,1386,1533,1482,1360,1832,1554,1514
ROMK primary,0.69,0.027,0.0095,-0.53,0.33,0.49,-0.58,.
TLR4 MyD88 comp,5,0,7,-8,-3,-6,-10,-8
STAT3 act,99,117,97,109,98,100,93,102
PPARg SRC-1 ag,7,2,-1,0,1,8,1,-5
RAM network inh,2.8,2.6,4.1,2.2,1.7,2.3,0.6,-0.1
STAT1 inh,6,-2,-2,-6,2,-3,18,-4
PPARg SRC2 recr,6,-5,5,8,1,7,2,-3
PPARg SRC-3 ag,1,0,1,7,5,-1,6,-1

[17] CCC1(C)Cc2c(sc3nc(SCC(=O)O)[nH]c(=O)c23)CO1 (configuration not stated)
[18] O=c1c2ccccc2c(/C=N/c2n[nH]c(CCCO)n2)c(O)n1-c1ccccc1Cl
[19] COC(=O)C1=C(Nc2ccc(C)cc2)C=C(C)C(C(=O)OC)C1c1ccc(F)cc1 (configuration not stated)
[20] Cn1cccc1C(=O)NC(=O)COC(=O)CNS(=O)(=O)c1ccc(Br)cc1
[21] O=C(CN1CCC(NC(=O)c2ccc(Br)cc2)CC1)NCc1cccs1
[22] COc1cc(-c2nc3cnccn3c2Nc2ccc(C)cc2)ccc1O
[23] CN(C)S(=O)(=O)c1cccc(NC(=S)N2CCCCC2CO)c1 (configuration not stated)
[24] COc1ccc(C(=O)Nc2ccc3nc(N4CCCCC4)cc(C)c3c2)c(OC)c1

Compound,17,18,19,20,21,22,23,24
S1P3 antag,21,-4,.,.,-12,.,-9,0
STAT3 inh,4,9,14,6,-3,10,12,-1
SRC2 TRFRET art,1472,1816,1425,1457,1465,1596,1291,1571
ROMK primary,0.41,-0.38,-0.33,-0.99,0.85,-3.4*,0.61,-1.1
TLR4 MyD88 comp,0,-4,7,0,4,-3,6,-11
STAT3 act,99,93,91,101,106,92,91,99
PPARg SRC-1 ag,4,2,5,1,-10,0,-5,-3
RAM network inh,1.3,8.5*,4.0,0.8,-1.2,4.7,0.3,-0.7
STAT1 inh,-3,6,8,-7,-6,-5,9,1
PPARg SRC2 recr,9,-2,13,5,-5,-1,2,10
PPARg SRC-3 ag,1,1,13,2,0,1,0,0

[25] Cc1ccc(S(=O)(=O)N2C=CC(C(F)(F)F)=NCC2)cc1
[26] O=C(O)c1ccccc1SC1CC(=O)N(c2ccc3c(c2)OCO3)C1=O (configuration not stated)
[27] C=CCn1c(SCC(=O)NCCO)nc2sc(C)c(C)c2c1=O
[28] O=C(NCCCN1CCCCCC1)c1ccc2c(c1)NC(=O)C(N1CCOCC1)S2 (configuration not stated)
[29] O=C(COC(=O)c1cccc(S(=O)(=O)N2CCOCC2)c1)Nc1ncc(C(F)(F)F)cc1Cl
[30] NNC(=O)c1cncn1-c1ccc(F)cc1
[31] CC1=C(c2ccccc2)[N+](=O)C2(CCCCC2)N1[O-]
[32] O=C(NCCCCCNC(=O)c1cccnc1)c1cccnc1

Compound,25,26,27,28,29,30,31,32
S1P3 antag,.,-16,-17,-55,.,-2,-17,.
STAT3 inh,-4,-1,-5,7,0,10,5,-1
SRC2 TRFRET art,1317,1564,1656,1589,1377,1405,1372,1373
ROMK primary,0.99,-0.23,-2.4,-0.68,.,0.55,-0.013,1.2
TLR4 MyD88 comp,4,2,-2,-10,4,9,-6,-13
STAT3 act,106,105,112,101,103,99,98,103
PPARg SRC-1 ag,-5,0,-1,-1,6,3,-6,3
RAM network inh,-0.3,2.3,-1.5,-0.1,-0.7,0.8,0.6,1.2
STAT1 inh,-2,1,3,-1,0,-2,6,-15
PPARg SRC2 recr,0,3,-5,1,2,11,-3,-5
PPARg SRC-3 ag,-10,-1,-3,-1,-5,1,2,-10

Only S1P3 antag (two entries from above):
No.	SMILES	S1P3 antag
28	O=C(NCCCN1CCCCCC1)c1ccc2c(c1)NC(=O)C(N1CCOCC1)S2 (configuration not stated)	-55
26	O=C(O)c1ccccc1SC1CC(=O)N(c2ccc3c(c2)OCO3)C1=O (configuration not stated)	-16

(listing goes on)
[33] COCCN(CCOC)C(=O)c1cc2sc3ccccc3c2s1
[34] COc1cccc(-n2nnc3c(=O)n(CC(=O)N4CCCc5ccccc54)cnc32)c1
[35] O=C(c1ccc2c(c1)OCO2)n1nnc2ccccc21
[36] COc1cccc(-n2nnc3c(=O)n(CC(=O)Nc4cc(C)on4)cnc32)c1
[37] Nc1c(S(=O)(=O)c2cc(Cl)ccc2Cl)c2nc3ccccc3nc2n1CCN1CCOCC1
[38] O=c1oc2ccccc2cc1-c1csc(Nc2ccc(O)cc2)n1
[39] C/C(=C\c1ccccc1)CN1CCN(c2cccc(Cl)c2)CC1
[40] N/C(=N\OC(=O)c1ccc2c(c1)OCO2)c1cccc([N+](=O)[O-])c1

Compound,33,34,35,36,37,38,39,40
S1P3 antag,.,.,12,-4,.,-2,.,-16
STAT3 inh,14,3,8,16,-2,33,6,-4
SRC2 TRFRET art,1535,1424,1461,1569,1493,1594,1547,1511
ROMK primary,-1.1,.,.,-0.16,-0.96,0.48,.,-0.53
TLR4 MyD88 comp,-12,2,1,-15,-1,2,-3,-6
STAT3 act,91,98,94,94,102,75,99,106
PPARg SRC-1 ag,3,0,-1,-4,1,12,-6,-2
RAM network inh,1.5,4.2,-0.7,5.2,-1.3,11*,0.7,3.6
STAT1 inh,-4,-4,-1,6,3,-19,0,-61
PPARg SRC2 recr,-4,14,-3,3,5,5,3,8
PPARg SRC-3 ag,0,-1,-5,4,3,4,3,-3

A few values from the results shown:
In PPARg SRC-3 ag, #40 has -3
In PPARg SRC-3 ag, #36 has 4
In STAT1 inh, #35 has -1
In PPARg SRC2 recr, #33 has -4

(more compounds)
[41] Nn1c(SCC(=O)N2CCCc3ccccc32)nnc1-c1ccccc1
[42] CN(C)C(CNC(=O)c1cccc(S(=O)(=O)N2CC3(C)CC2CC(C)(C)C3)c1)c1ccco1 (configuration not stated)
[43] CCOC(=O)c1sc(=S)n(-c2ccc(Cl)cc2)c1C
[44] Cc1nnc2c3ccccc3c(-c3cccc4ccccc34)nn12
[45] Oc1ccc(Cl)cc1C(C#Cc1ccccc1)N1CCOCC1 (configuration not stated)
[46] Cn1c(=O)n(Cc2ccc(Br)cc2)c2ccccc21
[47] Cc1ccc(O)c(C(=O)c2cnn(C(=O)Cc3csc(C)n3)c2)c1
[48] COc1cc(OC)c(OC)cc1/C=C1/C(=O)N=C(N)N1C
[49] Cc1ccc(C)c(NC(=O)CSc2nnc(-c3ccncc3)n2N)c1
[50] COc1ccc(-c2cc(C(=O)NCc3ccco3)no2)cc1OC

Compound,41,42,43,44,45,46,47,48,49,50
S1P3 antag,-36,-11,.,.,.,1,.,-8,.,.
STAT3 inh,10,-4,4,8,9,2,12,-2,11,6
SRC2 TRFRET art,1684,1750,1618,1556,1586,1866,1517,1338,1655,1562
ROMK primary,.,-2.3,-0.13,-0.42,.,.,-6.7*,-0.054,0.75,0.21
TLR4 MyD88 comp,-7,11,-21,0,-14,6,15,-19,-10,-8
STAT3 act,96,107,99,97,98,101,93,105,97,101
PPARg SRC-1 ag,4,4,3,11,5,8,8,-4,-2,-1
RAM network inh,0.5,1.8,5.9,2.0,-0.1,-0.5,-1.2,0.1,1.4,2.5
STAT1 inh,10,2,4,13,7,14,-1,1,1,-4
PPARg SRC2 recr,9,7,4,10,14,1,7,-5,3,12
PPARg SRC-3 ag,1,2,3,7,9,2,2,1,0,-1
